Screens: PubChem BioAssay, National Center for Advancing Translational Sciences (NCATS)
HepG2 tox – counter-screen for TGF-b inhibitors: cytotoxicity in HepG2 cells; hit rate 0.76% among 410,000; Potency, µM (top dose mostly 46.1 µM), for the others: at the top dose activity change, negative = cytotoxicity, hits mostly cytotoxic; AID 588856; HepG2 CAGA-GFP viability, ATP luminescence, 18 h; note: some results filed as inactive show a strong effect at the top dose
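HepG2 CAGA-GFP cells (1000/well, DMEM with 1% FBS) received compound, then TGF-beta at 500 pg/mL final, and were incubated 18 hours at 37 degrees C. Viability was read by CellTiter-Glo luminescence. Media-only wells were set as complete cell-killing and DMSO as no toxicity.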
EPAC2 antagonist – antagonists of human EPAC2; Potency, µM (doses to about 114 µM), for the others: at the top dose activity, negative = inhibition, hits mostly inhibitors; hit rate 0.18% among 360,000; AID 720708; EPAC2 GEF exchange of Rap1B-BODIPY-GDP, fluorescence; Q8WZA2; note: % is set by controls: 0 for no effect and ±100 for the full control effect; nearly all actives have a fitted effect of over 45% in size; many of its hits are not listed in these tables
Target sequence (Q8WZA2 whole entry, looked up): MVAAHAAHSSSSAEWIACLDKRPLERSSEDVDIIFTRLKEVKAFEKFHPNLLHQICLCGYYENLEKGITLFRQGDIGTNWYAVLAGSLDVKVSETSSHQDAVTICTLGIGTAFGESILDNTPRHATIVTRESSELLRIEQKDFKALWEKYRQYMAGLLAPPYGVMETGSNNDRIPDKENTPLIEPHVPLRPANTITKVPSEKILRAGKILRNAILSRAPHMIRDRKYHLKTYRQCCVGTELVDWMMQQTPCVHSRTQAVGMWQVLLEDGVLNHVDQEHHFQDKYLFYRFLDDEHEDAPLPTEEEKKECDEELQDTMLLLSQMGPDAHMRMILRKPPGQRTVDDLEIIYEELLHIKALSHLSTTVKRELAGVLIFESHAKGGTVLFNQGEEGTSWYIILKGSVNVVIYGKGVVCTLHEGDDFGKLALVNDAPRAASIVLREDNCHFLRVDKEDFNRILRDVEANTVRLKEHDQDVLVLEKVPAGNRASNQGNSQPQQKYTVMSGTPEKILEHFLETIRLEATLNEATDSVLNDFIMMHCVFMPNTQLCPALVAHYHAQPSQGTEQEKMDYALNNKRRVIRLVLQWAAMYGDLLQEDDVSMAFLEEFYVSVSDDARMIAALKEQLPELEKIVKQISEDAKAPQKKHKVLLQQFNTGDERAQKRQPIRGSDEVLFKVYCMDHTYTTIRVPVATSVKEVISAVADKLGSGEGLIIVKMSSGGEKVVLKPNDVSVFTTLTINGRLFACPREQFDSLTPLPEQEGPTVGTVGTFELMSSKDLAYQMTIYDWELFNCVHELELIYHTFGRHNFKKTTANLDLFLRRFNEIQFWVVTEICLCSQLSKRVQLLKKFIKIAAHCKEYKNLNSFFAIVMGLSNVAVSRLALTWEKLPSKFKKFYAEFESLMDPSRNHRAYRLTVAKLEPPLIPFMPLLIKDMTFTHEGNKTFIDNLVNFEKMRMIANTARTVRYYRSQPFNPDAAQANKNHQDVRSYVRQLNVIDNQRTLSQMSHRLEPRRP
TGFb inhibitor – inhibitors of TGF-b signaling | hit rate 1.2% among 410,000 | Potency, µM (series often up to 46.1 µM), without a hit: at the highest dose activity, negative = inhibition, hits mostly inhibitors | HepG2 CAGA-GFP TGF-b/SMAD3 reporter, GFP fluorescence, 18 h; TGF-beta stimulated, 500 pg/mL final; note: % is set by controls: 0 for no effect and ±100 for the full control effect; nearly all actives have a fitted effect of over 65% in size
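HEPG2 CAGA-GFP cells (1000/well, DMEM with 1% FBS) were pre-incubated 2 h at 37 degrees C, given compound by pin tool, then stimulated with TGF-beta at 500 pg/mL final for 18 h before per-cell GFP fluorescence imaging.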
Nrf2 block – inhibitors of Nrf2 signaling. AID 504444. A549 ARE-Fluc reporter, luciferase luminescence, 18-24 h. hit rate 2.1% among 360,000. Potency, µM (highest dose often 46 µM), without a hit: at the top dose activity change, negative = inhibition, hits mostly inhibitors; note: % is set by controls: 0 for no effect and ±100 for the full control effect; nearly all actives have a fitted effect of over 60% in size
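In this cell-based qHTS, ARE-driven firefly luciferase in A549 cells reports Nrf2 activity; the luminescent signal after BugLite lysis is the measured value, with a prior CellTiter-Fluor read for cell health.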
A549 viability – A549 cytotoxicity, counter-screen for Nrf2 inhibitors | A549 ARE-Fluc cells, CellTiter-Fluor viability, 18-24 h | hit rate 0.16% among 390,000 | Potency, µM (doses to about 46 µM), for inactives: at the top dose activity change, negative = cytotoxicity, actives largely listed as inhibitors | AID 504648; note: % is set by controls: 0 for no effect and ±100 for the full control effect
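A549 ARE_Fluc cells in 5% FBS OPTI-MEM were exposed to compounds in concentration-response for 18-24 h at 37 deg C. Viability was read by CellTiter-Fluor fluorescence (Ex 405/Em 525) after 30 min, before the luciferase read.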
ATXN2 expr inh – reduces ATXN2 reporter expression in HEK-293 cells. Potency, µM (highest dose often 57 µM), for inactives: top-dose activity change, negative = inhibition, actives largely listed as inhibitors. HEK-293 ATXN2-luciferase reporter, luminescence, 24 h. AID 1745845. hit rate 0.72% among 360,000; note: % is set by controls: 0 for no effect and ±100 for the full control effect; nearly all actives have a fitted effect of over 55% in size
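qHTS (up to 57 uM final) was run with 24 h compound exposure of reporter cells at 37 °C. Each well was multiplexed: SteadyGlo luminescence measured ATXN2-luciferase expression after a fluorogenic Gly-Phe-AFC viability readout (25 uM final).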
Nrf2 activator – activators of Nrf2 (ARE) signaling; AREc32 ARE-luciferase reporter (MCF7-derived line), luminescence, 24 h; Potency, µM (doses to about 46.1 µM), inactives show at the highest dose activation, usual class: activators; hit rate 0.31% among 410,000; note: % of control where 0% means no effect; nearly all actives have a fitted effect of over 65% in size
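Steps: seed AREc32_Fluc cells (1000/well, 5% FBS OPTI-MEM); incubate overnight at 37 deg C; add 23 nL compound; incubate 24 hr; add Steady-Glo; hold 30 min RT; read luminescence.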
ATXN viability – cell viability loss in ATXN counter-screen; S2 cells (HEK-293 line with an ATXN2-luciferase reporter) viability, CellTiter-Fluor protease fluorescence, 24 h; hit rate 0.49% among 400,000; Potency, µM (series often up to 56.7 µM), usual class: cytotoxic; note: nearly all actives have a fitted effect of over 40% in size
MCF10A rereplic – induces DNA re-replication in MCF 10a normal breast cells; MCF 10A DNA re-replication, Hoechst nuclear intensity, 48 h; Potency, µM (highest dose often 46.1 µM), inactives show top-dose activity, positive = re-replication, actives largely listed as activators; hit rate 2.9% among 350,000; AID 624296; note: % of control where 0% means no effect; nearly all actives have a fitted effect of over 50% in size
* marks the source's active call; other numbers are inactive results; i = inactive; ? = inconclusive; · = no result given; & = joins results of further samples; [ ] = remark or other dose. Calls come from the whole dose curve; as a rule, active = well fitted curve in the direction sought with a large enough effect; inconclusive = small, poorly fitted or top-dose-only effect, or another doubt; inactive = no such curve, though single readings can be large; an effect the other way counts as inactive or inconclusive. Potency is the fitted concentration of half-maximal effect. Only part of the results is shown; rates above refer to the full screens.

SMILES	HepG2 tox	EPAC2 antagonist	TGFb inhibitor	Nrf2 block	A549 viability	ATXN2 expr inh	Nrf2 activator	ATXN viability	MCF10A rereplic
CCc1ccc(CNC(=O)C2CCCN(c3nn4cc(-c5ccc(F)cc5)nc4s3)C2)cc1 (configuration not stated)	-3%	·	0%	-36%	11%	·	0.3%	·	·
Cc1cccc(NC(=O)NC(C)CCc2ccccc2)c1 (configuration not stated)	-4%	4%	-4%	?	2%	41%[activator]	-0.5%	i	10%
Cc1cc(=O)c2c(N(C)C)cccc2[nH]1	-37%	-8%	-15%	·	·	·	0.1%	i	·
Cc1ccc(C(=O)N2CCc3ccccc32)cc1	-30%	-3%	?	?	-3%	30%	5.9%	i	20%
Cc1ccc(Cl)cc1-n1c(=O)c2sc3ccccc3c2n(CC(=O)NC2CCCCC2)c1=O	7%	·	-18%	-21%	-14%	-7%	0.4%	?	·
CNC(=O)c1c(NC(=O)c2ccc(S(=O)(=O)N3CCCCC3C)cc2)sc2c1CCC2 (configuration not stated)	-12%	·	8%	·	-2%	-5%	0.4%	i	·
O=C(O)c1ccc(-n2cc(C(=O)c3ccccc3O)cn2)cc1	-13%	-2%	-14%	?	-5%	4%	0.2%	i	?
COc1ccc(-c2cn3c(n2)sc2cc(C(=O)Nc4ccc(C)c(C)c4)ccc23)cc1	2%	·	-2%	-26%	0%	·	0.8%	·	·
CC(C)N(C(=O)CSc1nc2ccccc2n1Cc1ccccc1F)C(C)C	-28%	-12%	-7%	?	-5%	-15%	-0.1%	i	17%
O=C(O)/C(=C/c1ccc(Cl)c([N+](=O)[O-])c1)c1ccc(S(=O)(=O)N2CCCCC2)s1	13%	-11%	-1%	0%	1%	-9%	0.7%	i	?
C=CCC[C@H](Cc1ccc(F)cc1)C(=O)OC[C@@H](Cc1c[nH]c2ccccc12)NC(=O)[C@H](CC=C)CC(=O)N(CCO)Cc1ccccc1	-19%	-22%	11µM*	21µM*	?	?	-1.9%	20µM*	18µM*
COc1cccc(N2CCN(CC(=O)C34CC5CC(CC(C5)C3)C4)CC2)c1	-4%	-2%	0%	2%	-2%	-17%	-0.5%	i	?

Reprinted at random: four compounds from above, in no set order.
SMILES	HepG2 tox	EPAC2 antagonist	TGFb inhibitor	Nrf2 block	A549 viability	ATXN2 expr inh	Nrf2 activator	ATXN viability	MCF10A rereplic
Cc1cccc(NC(=O)NC(C)CCc2ccccc2)c1 (configuration not stated)	-4%	4%	-4%	?	2%	41%[activator]	-0.5%	i	10%
Cc1ccc(C(=O)N2CCc3ccccc32)cc1	-30%	-3%	?	?	-3%	30%	5.9%	i	20%
CNC(=O)c1c(NC(=O)c2ccc(S(=O)(=O)N3CCCCC3C)cc2)sc2c1CCC2 (configuration not stated)	-12%	·	8%	·	-2%	-5%	0.4%	i	·
O=C(O)/C(=C/c1ccc(Cl)c([N+](=O)[O-])c1)c1ccc(S(=O)(=O)N2CCCCC2)s1	13%	-11%	-1%	0%	1%	-9%	0.7%	i	?

(list continues)
SMILES	HepG2 tox	EPAC2 antagonist	TGFb inhibitor	Nrf2 block	A549 viability	ATXN2 expr inh	Nrf2 activator	ATXN viability	MCF10A rereplic
NS(=O)(=O)c1ccc(CCNC(=O)CC(NC(=O)c2ccccc2Cl)c2ccccc2)cc1 (configuration not stated)	21%	5%	5%	6%	3%	6%	0.3%	i	2%
CCN(C[C@H]1N[C@@](C)(C(=O)OC)[C@H]2C(=O)N(Cc3ccccc3)C(=O)[C@@H]12)C(=O)Nc1ccc(OC)cc1	-9%	-1%	-21%	14%	6%	-3%	4.3%	i	-1%
CC(OC(=O)c1nsc(Cl)c1Cl)C(=O)NCc1ccc2c(c1)OCO2 (configuration not stated)	8%	8%	-2%	-17%	-6%	4%	-1.0%	i	-2%
Cc1c(NC(=O)C(C)C)cccc1-c1nc2ncccc2o1	25%	18%	28%	5%	8%	5%	-0.1%	i	-5%
O=C(NCC1CCCO1)c1ccc(S(=O)(=O)Nc2ccc(F)cc2)cc1 (configuration not stated)	2%	17%	5%	-18%	-3%	-4%	-0.5%	i	5%
Cc1ccccc1NC(=O)CSc1nnc(C)c2ccccc12	6%	7%	-17%	?	0%	33%	4.1%	i	17%
CC(=O)N(c1ccccc1)c1ccc([N+](=O)[O-])cc1[N+](=O)[O-]	-7%	-2%	-19%	7%	5%	-12%	3.1%	i	?
CC1=Nc2ccccc2N=C(NC(=O)CSC(=S)N2CCN(C)CC2)C1c1ccccc1 (configuration not stated)	-5%	-18%	-2%	-8%	-10%	0%	1.5%	i	-3%
COc1ccc(C(=O)N/N=C\c2ccc(OC)c(COc3ccccc3Br)c2)c(OC)c1	4%	2%	2%	-21%	-4%	-13%	-0.4%	i	-28%
COc1cc(CNCc2ccco2)ccc1OCc1ccccc1	-36%	-2%	-20%	20%	6%	0%	3.9%	i	13%
Cc1ccccc1C(=O)N1CCC(n2nccc2NC(=O)CCOc2ccccc2)CC1	-51%	-14%	-4%	16%	8%	5%	-0.5%	i	14%
COc1cc(C2C3=C(CC(C)(C)CC3=O)N(C)C3=C2C(=O)CC(C)(C)C3)ccc1O	-17%	6%	-10%	-7%	-18%	-7%	0.2%	?	0%
O=C(/C=C/c1ccccc1)NNC(=O)c1cccs1	-12%	3%	4%	19%	0%	-1%	2.6%	i	-3%
COc1ccc2c(c1)[nH]c1c(=O)n(/N=C/c3ccc(OC)c(COc4ccccn4)c3)cnc12	-24%	13%	-10%	3%	0%	-12%	2.3%	i	9%
O=C(CS(=O)(=O)c1ccccc1)Nc1ccc(Br)cn1	-14%	-15%	-3%	3%	5%	15%	2.5%	i	2%
O=C(CSc1nnnn1-c1cccnc1)Nc1ccccc1F	-14%	-1%	-22%	20%	2%	14%	-0.3%	i	9%
O=C(COc1ccc(Br)cc1CNCCc1ccccc1)NCc1ccccc1	13µM*	-1%	?	15%	-15%	?	3.7%	?	?
Cc1cccc(C(=O)OCC(=O)N2CCCCCC2)c1C	-34%	1%	9%	?	2%	22%	0.2%	i	-12%
CCN(CC)S(=O)(=O)c1ccc2oc(SCC3CN=C(c4ccc(OC)cc4)S3)nc2c1 (configuration not stated)	-35%	1%	-7%	6.5µM*	-27%	-31%	-0.1%	i	?
CCCCOc1ccc(C(CC(=O)NC)C(=O)O)cc1 (configuration not stated)	14%	6%[57.1 µM]	-9%	?	-3%	5%	-0.1%	i	0%
O=C(Cc1n[nH]c(=O)[nH]c1=O)N/N=C/c1cccc(Cl)c1	19%	-6%	6%	4%	-2%	7%	0.5%	i	-3%
Cc1cccc(CN2[C@H](COCc3ccccc3)C=CS2(=O)=O)c1	-25%	1%	-2%	·	·	-20%	5.2%	i	·
CN(C)c1ccc(/C=[N+](\[O-])C2SC(=S)N(C)C2(C)C)cc1 (configuration not stated)	-15%	-1%	-32%	-8%	?	-1%	0.2%	?	2%
Cc1ccc2c(c1)N(CC(=O)Nc1ccccc1F)C(=O)C(C)O2 (configuration not stated)	-9%	-7%	1%	-7%	11%	1%	3.7%	i	-26%

With a hit mark in TGFb inhibitor, of those listed so far:
mol,EPAC2 antagonist,TGFb inhibitor,Nrf2 block
C=CCC[C@H](Cc1ccc(F)cc1)C(=O)OC[C@@H](Cc1c[nH]c2ccccc12)NC(=O)[C@H](CC=C)CC(=O)N(CCO)Cc1ccccc1,-22%,11µM*,21µM*

Following part:
SMILES	HepG2 tox	EPAC2 antagonist	TGFb inhibitor	Nrf2 block	A549 viability	ATXN2 expr inh	Nrf2 activator	ATXN viability	MCF10A rereplic
COc1cccc(-c2ncc3ccccc3c2COC(=O)CCCC(=O)O)c1	-3%	3%	6%	-24%	-9%	-18%	0.3%	i	1%
COc1ccc(OC)c(S(=O)(=O)NCCS(=O)(=O)N2CCN(c3ccccc3)CC2)c1	-2%&-1%	-7%	?	-1%	8%&7%	-15%&-20%	0.7%&1.0%	i	-1%
O=C(Nc1ccc(O)c(-c2nc3ccccc3o2)c1)c1sc2ccccc2c1Cl	-28%	·	0%	4%	3%	5%	3.8%	i	·
CCOC(=O)C1(Cc2ccccc2C(F)(F)F)CCN(C2CCSC2)CC1 (configuration not stated)	2%	-8%	-20%	1%	3%	-34%	-0.6%	?	-11%
CC1(C)Cc2ccccc2/C(=C/C(=O)c2ccccc2)N1	-43%	-22%	-30%	-22%	-10%	28%	5.1%	i	3%
O=C(CCc1c[nH]c2ccccc12)Nc1ccc(S(=O)(=O)Nc2ncccn2)cc1	6%	0%	5%	-3%	-2%	-16%	0.3%	i	-1%
Clc1ccc(-n2ncc3c(NCc4ccccn4)ncnc32)cc1	0%	6%	-4%	11%	?	70%[activator]	2.0%	i	15%
C[C@@H]1COC(=O)[C@H](Cc2ccc(F)cc2)CC/C=C/C[C@@H](CC(=O)N[C@H](CO)Cc2ccccc2)C(=O)N1	1%	3%	4%	-2%	-6%	5%	0.1%	i	-4%
CCCSc1nsc(NC(=O)c2cccnc2OCC)n1	-14%	-14%	-13%	5%	15%	-10%	13%	i	5%
Cc1cccc(Nc2ccc([N+](=O)[O-])cc2C(=O)O)c1	3%	1%	-9%	16%	-11%	0%	3.0%	i	4%
CCOC(=O)C(C)(C)C(=O)C(C)(C)C(O)c1ccccn1 (configuration not stated)	9%	5%	-1%	·	-1%	-19%	-0.4%	?	-11%
Fc1ccc(N2CCN(c3ncnc4[nH]ncc34)CC2)cc1	-18%	·	6%	·	-1%	2%	-0.9%	?	·
Cc1cnc(C(=O)OCC(=O)N(Cc2ccccc2)C(C)(C)C)cn1	-1%	0%	-18%	4%	1%	7%	-0.3%	i	0%
Cc1cccn2c(CN3CCCC(c4ccccc4)C3)c(C(=O)N3CCOCC3)nc12 (configuration not stated)	0%	-17%	-6%	-11%	1%	-14%	-0.4%	i	-2%
CC1=C(C(=O)Nc2ccccc2)C(c2ccc(N(C)C)cc2)NC(=O)N1 (configuration not stated)	29%	2%	?	?	-13%	2%	-0.9%	i	12%
Cc1ccc(OCc2nnc(SC3CCc4ccccc4C3=O)n2C)cc1 (configuration not stated)	-4%	-2%	10%	?	-1%	1%	8.4%	i	26%
CCOC(=O)c1sc(NC(=O)Cc2ccccc2OC)nc1C	0%	-2%	-1%	?	-5%	·	2.6%	i	0%
CC(=O)NC(Cc1ccccc1)C(=O)N1CCN(C(=O)c2ccco2)CC1 (configuration not stated)	-13%	0%	9%	-4%	-4%	0%	-0.6%	i	0%
